Hep lipid drop: inhibitors of hepatocyte lipid droplet formation, primary screen, imaging, high-throughput imaging, BODIPY stain; AML12 mouse hepatocytes, oleate lipid droplets; inhibition, % at 6.5 µM; 240,000 compounds, 0.4% hits; AID 1656, 2009;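 active = lipid droplet intensity inhibited by at least 50%, with more than 500 cells counted; inconclusive = wells with under 300 cells, treated as cytotoxic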
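Material – AML12 mouse liver cells · Also added – oleate loading, 100 µM · Compound dosing – 6.5 µM single-point dosing · Times – overnight treatment with compound plus oleate · Measured by – fluorescence imaging, 20x objective, two fields per well · Read-out – percent inhibition of filter-corrected integrated lipid droplet intensity per well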
Insulin prom up: insulin promoter activators in MIN6 cells, imaging, high-content screening, mouse beta cells. 190,000 compounds, 0.3% hits. z-score at 5 µM. MIN6 insulin promoter-GFP reporter; hits give high values. AID 1625, 2009;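 active = z-score above 3 at 5 µM with at least 500 cells counted in the well; inconclusive = wells under 500 cells, flagged as cytotoxic or low count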
Dynein cargo inh: inhibitors of GR-EGFP nuclear translocation, primary screen, dynein cargo transport inhibitor project, imaging, high-content, 3617.4 mouse cells; test concentration mostly 20 µM; stimulated with dexamethasone, 1 µM; hits give low values; z-score, hits read low; 220,000 compounds, 0.47% hits;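 active = plate z-score of nuclear minus cytoplasmic receptor signal below a set negative limit, without overly bright fluorescence or cell loss, cut at about -3.5 in these data, passing the limit was not always enough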;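 also: z-score of nuclear minus cytoplasmic ring GR-EGFP intensity difference per well; some compounds called inactive have numbers as strong as hits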
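Buffer or medium: tet-free, stripped-serum medium; reagent: dexamethasone at 1.0 µM final, 30 min; incubation: 48 h induction, 1 h compound, 30 min dex at 37 °C; measured by: formaldehyde fixation, Hoechst nuclear stain, 10x automated fluorescence imaging; read-out: nuclear-to-cytoplasmic GR-EGFP distribution per well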
Autophagy HCS: autophagy modulators in MEF cells, primary screen, imaging, high-content, MEF GFP-LC3; MEF GFP-LC3 puncta imaging; test concentration mostly 10 µM; calls only at 10 µM (by protocol); 190,000 compounds, 0.98% hits; AID 463193, 2010;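 active = percentage of spot-positive cells more than 3 SD above its plate mean, without a fluorescence outlier flag or 80% toxicity; inconclusive = no clear call, values can overlap the other calls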;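 also: spot-positive cell cutoff set from DMSO-treated cells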
b-catenin transl: modulators of beta-catenin nuclear translocation, primary screen, imaging, HeLa cells, immunofluorescence, high-content | nuclear translocation activity, % at 5 µM | 190,000 compounds, 0.3% hits | AID 1665, 2009;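 active = nuclear translocation activity above 50% at 5 µM, with a well cell count of 50 or more; inconclusive = wells under 50 cells across six images, flagged as toxic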;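 also: per-cell ratio of nuclear to cytoplasmic median beta-catenin stain intensity; plate controls were DMSO negative control for no effect and GSK-3 inhibitor IX positive control for full effect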
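assay system = human HeLa cells, endogenous beta-catenin | times = compound treatment 24 h, 37°C, 5% CO2 | detection = Anti-beta-catenin immunofluorescence on PFA-fixed, Triton-permeabilized cells, DAPI nuclei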
MT stabilizer: microtubule stabilizers in HeLa cells, primary screen, imaging, high-content imaging | % tubulin-high responders, % at 10 µM | HeLa tubulin immunostaining HCS, 24 h; share of cells brighter than vehicle mean+2SD | 200,000 compounds, 0.83% hits | AID 2205, 2009;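 active = plate Z-score above 3 for both tubulin-high and condensed-nucleus cell shares, with cell loss under 80%, at 10 µM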;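 also: anti alpha tubulin signal scored within the nucleus-defined area of each cell; some results filed as inactive read as strong as hits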
XIAP displacement: XIAP antagonists, biochemical, IAP family, fluorescence polarization (AID 1018); 200,000 compounds, 0.007% hits; XIAP BIR domain, fluorescence polarization peptide displacement; higher % means a stronger effect; E3 ubiquitin-protein ligase XIAP (Homo sapiens); displacement, % at 20 µM, or IC50 in µM where a hit was titrated; in the data active = displacement above about 50%; also: a part of the inactive calls stands beside numbers as strong as those of hits
CSM14.1 death rescue: rescue of cells from ER stress-induced death, primary screen, 384-well, CSM14.1, thapsigargin, ATP luminescence (AID 1222); CSM14.1 thapsigargin-induced death rescue, ATP luminescence; higher % means a stronger effect; one-dose cellular ATP content (survival), % at 20 µM; EC50 in µM for titrated hits; 190,000 tested, under 10 active;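 active = EC50 below 50 µM in the dose-response confirmation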;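 also: death triggered by thapsigargin at about 15 µM added after 2 h compound pretreatment; cell ATP read after overnight thapsigargin exposure of roughly 18 to 22 hours; normalized against plate controls of thapsigargin alone and 5% DMSO vehicle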
WT yeast gro inh: growth inhibition of WT strain, primary screen, mitochondrial fusion inhibitor project, WT and mutant strains, chemical genetic; inhibition, % at 10 µM; mitochondrial fusion phenotypic screen; 190,000 compounds, 2.1% hits; in the data active = inhibition above about 58%; tested in S. cerevisiae
WT yeast gro inh mutant strain: second read-out of WT yeast gro inh, no call of its own (marks repeat the call); inhibition, %; mitochondrial fusion phenotypic screen, mutant strain inhibition
Dynein cargo inh cytoplasmic EGFP: recorded beside Dynein cargo inh, whose call it bears; z-score; measured here: cytoplasmic GR-EGFP intensity; hits give high values
Dynein cargo inh nuclear GR-EGFP: recorded beside Dynein cargo inh, whose call it bears; z-score; measured here: nuclear GR-EGFP intensity;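 lower value marks the stronger effect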
Dynein cargo inh cell count: further read-out of Dynein cargo inh, marked with its call; z-score; measured here: cell count per field
Insulin prom up cell count: also measured in Insulin prom up; calls as there; cell count; measured here: cytotoxicity, nuclei count;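 total cells summed across four imaged fields per well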
Hep lipid drop cells 6.5 µM: recorded beside Hep lipid drop, whose call it bears; cell count; measured here: cell count, cytotoxicity flag;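 cells counted across two imaged fields per well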
b-catenin transl cell count 5 µM: second read-out of b-catenin transl, no call of its own (marks repeat the call); cell count; measured here: cell count, cytotoxicity flag
MT stabilizer Hoechst-high %: further read-out of MT stabilizer, marked with its call; % Hoechst-high responders; measured here: nuclear condensation Hoechst responders;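 share of cells brighter than vehicle mean plus two SD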
MT stabilizer cytotoxicity %: second read-out of MT stabilizer, no call of its own (marks repeat the call); toxicity, %; measured here: cytotoxicity by cell density;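 0% = mean cell density of plate MIN control wells and 100% = no cells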
Autophagy HCS cell loss 18 h: second read-out of Autophagy HCS, no call of its own (marks repeat the call); toxicity, %; measured here: cell loss, nuclei count;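 cell loss after 18 h compound exposure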
* marks the source's active call; other numbers are inactive results; i = inactive; u = inconclusive; x = not tested or not shown; + = active, no number.

SMILES	Hep lipid drop	Hep lipid drop cells 6.5 µM	Insulin prom up	Insulin prom up cell count	Dynein cargo inh	Dynein cargo inh cytoplasmic EGFP	Dynein cargo inh nuclear GR-EGFP	Dynein cargo inh cell count	Autophagy HCS	Autophagy HCS cell loss 18 h	b-catenin transl	b-catenin transl cell count 5 µM	MT stabilizer	MT stabilizer Hoechst-high %	MT stabilizer cytotoxicity %	XIAP displacement	CSM14.1 death rescue	WT yeast gro inh	WT yeast gro inh mutant strain
C=CCn1c(CCNC(=O)c2cccs2)nnc1SCC(=O)Nc1cccc(F)c1	-17	762	-0.04	799	1.5	-0.36	0.66	-0.049	i	-5	-4.4	1009	1.7	0.8	4.6	-1.3%	-2.7%	-6	-8
S=C(NCc1ccccc1)Nc1cccc(Cl)c1	16	632	0.01	1159	-0.33	-0.15	-0.51	0.59	i	-6	-2.2	536	4.3	3.8	9.8	-6.1%	-0.1%	11	-6
O=C(c1cncc(Br)c1)N1CCN(c2ccc([N+](=O)[O-])cc2)CC1	-18	682	0.11	1382	0.2	-0.084	0.87	-1.1	i	14	-2.9	566	2.2	1.4	8.3	-6.4%	-1.2%	1	-10
COc1ccc(/C=C(/NC(=O)c2ccc(OC)c(OC)c2)C(=O)NCCc2c[nH]c3ccccc23)cc1	-7	699	-0.09	1204	-0.21	-0.25	-0.063	1.1	i	34	16	487	3.9	2.7	9.6	-5.7%	-1.2%	6	17
CCNC(=O)C(=O)Nc1ccc([N+](=O)[O-])cc1	4	652	0.59	1598	-0.18	-0.19	-0.12	0.15	i	-5	-2.0	1078	2.3	2.3	3.8	-8.8%	-0.6%	2	-4
COc1cc(NC(=O)C/C(C)=N/NC(=O)C(OC)c2ccccc2)c(OC)cc1Cl (stereo not drawn)	0	689	-0.02	1427	-0.28	-0.18	-0.34	0.23	i	-1	-0.5	573	4.8	2.2	7.5	-2.2%	-0.3%	-13	4
CCOC(=O)C1CCN(c2ncnc3c2cnn3-c2ccc(Cl)cc2)CC1	3	731	-0.24	1059	-0.26	-0.21	0.013	-0.1	i	2	0.0	548	3.9	3.1	5.8	-1.7%	-3.2%	1	9
CNc1ccn(C2CCCO2)c(=O)n1 (stereo not drawn)	-1	405	-0.04	1145	-0.23	-0.78	0.062	0.017	x	x	-1.6	1300	x	x	x	x	x	x	x
CC1CCN(C(=O)C(C)Sc2nc(-c3ccccc3)cc(C(F)(F)F)n2)CC1 (stereo not drawn)	-10	760	-1.3	813	-0.79	1.1	-0.28	-0.59	i	1	-3.1	1247	2.0	2.3	8.6	-5.8%	0.4%	10	-2
Cc1ccc(NC(=S)N/N=C/c2ccc(OCCC(C)C)cc2)c(C)c1	1	767	-0.55	965	0.92	-0.21	1.2	-0.0033	i	29	-4.8	1269	2.2	0.9	8.1	-7.3%	-1.3%	13	-44
COc1ccc(NC(=O)NCCN2C(=O)C3C4C=CC(C4)C3C2=O)cc1 (stereo not drawn)	-12	600	1.2	1517	-0.38	-0.063	0.12	-0.91	x	x	-2.3	1087	8.0	1.1	5.8	-3.9%	x	4	5
Cc1nnc(NC(=O)c2ccc(S(=O)(=O)N(C)Cc3ccccc3)cc2)o1	x	x	0.51	1512	-0.32	0.021	-0.048	-0.26	i	7	-3.9	936	3.4	1.8	0.9	-3.2%	1.3%	41	15
O=C(NCCCn1ccnc1)c1cn(-c2ccccc2)nc1-c1ccccc1	1	742	-1	1037	-0.047	-0.4	0.23	0.81	i	8	-2.4	1205	2.1	1.7	5.9	-6.4%	0.5%	13	25
COc1cc(C(=O)Nc2cccc(-c3nc4cc(C)ccc4o3)c2)cc(OC)c1OC	-15	696	-0.29	1018	0.2	-0.26	0.63	0.28	i	-4	-5.6	575	3.1	1.3	0.1	-4.7%	-2.5%	9	-10
Cc1ccccc1Nc1nc(N)nc(CN2CCN(c3ccccn3)CC2)n1	-1	756	-0.08	1310	0.99	0.49	0.97	-0.38	i	-2	1.9	915	3.9	2.7	26	0.4%	-2.5%	5	15
Cn1cnnc1Sc1ccc(C(=O)OCC(=O)Nc2ccccc2)cc1[N+](=O)[O-]	-12	653	1.2	1293	-0.38	-0.24	-0.44	-0.32	i	2	-0.2	875	3.8	1.8	3.3	-12%	-1.5%	7	-16
O=C(N/N=C/c1cccc(F)c1)c1csc2c1CCCC2	x	x	x	x	-0.42	-0.2	-0.81	0.74	i	-11	x	x	1.8	1.8	9.5	-2.8%	-2.3%	5	39
O=C(Cn1cnc2sc(-c3ccccc3)cc2c1=O)NCc1ccccc1	-2	753	0.71	854	0.26	-0.14	0.041	0.26	+	41*	x	x	36*	16*	39*	-2.3%	-1.4%	13	-2
COC(=O)c1ccc(OC)c(OC2CCCC2)c1	-13	718	0.34	1418	-0.28	-0.25	-0.22	0.75	x	x	-3.8	1149	x	x	x	x	x	x	x
CCCCn1c(NC(=O)c2ccccc2)nc2ccccc21	x	x	-1.3	1236	-0.43	-0.21	-0.004	0.073	i	0	-0.3	1174	3.6	1.9	4.7	-13%	4.1%	35	20
COc1cc(C(=O)OCC(=O)NCc2ccco2)cc(OC)c1OC	x	x	1.4	1247	-0.81	-0.15	-0.11	0.67	x	x	-7.3	1043	1.9	1.6	3.5	-0.3%	-3.2%	1	16
CCn1c2ccccc2c2cc(NC(=O)c3cc(OC)c(OC)c(OC)c3)ccc21	x	x	u	x	0.0042	-0.23	-0.28	-0.017	i	63	3.8	1235	23*	23*	57*	-4.9%	-3.9%	16	-6
FC(F)(F)c1ccc(-c2csc(-c3ccno3)n2)cc1	3	720	-0.05	1383	1.6	-0.28	0.33	-0.15	x	x	-4.4	1095	x	x	x	x	x	x	x
Cc1nc(Nc2ccc(C(=O)O)cc2)nc(Nc2ccc(C(=O)O)cc2)c1[N+](=O)[O-]	1	689	0.37	1666	-0.7	-0.29	-0.053	0.57	i	24	-4.0	1075	6.5	2.9	5.5	-11%	0.1%	-13	0
CCOC(=O)C1CCN(CC(O)COCc2ccc3c(c2)OCO3)CC1 (stereo not drawn)	2	718	-0.74	1310	1.1	-0.27	0.52	-0.46	i	-7	-1.4	1152	4.6	2.6	7.8	-1.8%	1.1%	-4	-15

Next compounds
SMILES	Hep lipid drop	Hep lipid drop cells 6.5 µM	Insulin prom up	Insulin prom up cell count	Dynein cargo inh	Dynein cargo inh cytoplasmic EGFP	Dynein cargo inh nuclear GR-EGFP	Dynein cargo inh cell count	Autophagy HCS	Autophagy HCS cell loss 18 h	b-catenin transl	b-catenin transl cell count 5 µM	MT stabilizer	MT stabilizer Hoechst-high %	MT stabilizer cytotoxicity %	XIAP displacement	CSM14.1 death rescue	WT yeast gro inh	WT yeast gro inh mutant strain
O=C(NC(Nc1ccccn1)C(Cl)(Cl)Cl)c1ccccc1 (stereo not drawn)	6	693	0.14	1691	1.5	-0.041	1.2	-1.3	i	19	-6.0	1118	2.1	1.0	5.4	-1.8%	-1.6%	8	4
CCS(=O)(=O)N1CCCC(C(=O)N2CCc3ccccc3C2)C1 (stereo not drawn)	x	x	-0.88	1751	1.1	-0.18	0.045	-0.65	i	4	0.6	1378	3.7	2.5	9.0	-6.2%	1.9%	-6	1
O=C(OCC(=O)N1c2ccccc2Sc2ccccc21)c1ccc[n+]([O-])c1	-3	706	-0.4	1239	-0.071	-0.13	-0.089	0.27	i	-2	-6.0	1101	2.5	3.3	9.7	-3.9%	2.2%	-8	-19
CC(=O)c1cccc(NC(=O)CCNS(=O)(=O)c2cccc3nonc23)c1	11	682	x	x	-0.36	-0.091	-0.24	0.5	i	1	-0.2	1088	1.2	1.7	8.5	-0.9%	1.7%	16	6
Cc1noc(C)c1-c1nnc(-c2ccc(OC(F)(F)F)cc2)o1	7	648	-0.47	1385	-0.21	-0.24	-0.12	-0.14	x	x	-1.6	1196	x	x	x	x	x	x	x
COCCn1c(C)cc(C(=O)CSc2nc3nc(C)cc(C)n3n2)c1C	4	756	0.18	1158	-0.23	-0.34	-0.46	0.31	i	2	x	x	3.4	3.4	7.5	-20%	1.4%	8	21
Nc1nc(Cn2nnc(-c3ccccc3F)n2)nc(N2CCOCC2)n1	4	770	0.23	1381	0.54	-0.15	0.86	0.13	i	1	x	x	4.8	1.7	6.0	-0.8%	-1.2%	8	13

Screening results: PubChem, several laboratories

Compounds as they come; 4% or so of the library scored in one or more.
